# Rac1 GTP hydrolysis: MgcRacGAP GTPase-activating activity inhibitors, confirmation, biochemical, ADP Hunter fluorescence; 340,000 tested, 0.6% active; MgcRacGAP-stimulated Rac1 GTP hydrolysis, ADP Hunter fluorescence; higher % means a stronger effect; GST-tagged Rac1 F28L mutant substrate; inhibition, % at 30 µM; hits with a dose series show IC50 in µM;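 active = first-screen hits whose inhibition reached a set limit at any dose in the follow-up dose series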;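 also: fluorescence reports GDP produced by GAP-driven GTP hydrolysis; strong numbers were not always called active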
# An asterisk follows results filed as active.
SMILES,Rac1 GTP hydrolysis
COc1ccc(NC(=O)N(C)C[C@@H]2OCc3cnnn3CCCC(=O)N([C@H](C)CO)C[C@@H]2C)c(OC)c1,10%
C[C@@H]1CN([C@H](C)CO)S(=O)(=O)c2ccc(C#CC3CCCCC3)cc2O[C@H]1CN(C)C(=O)Cc1ccncc1,4%
CC(C)CC1C(=O)N(Cc2cn(CCC3OCCO3)nn2)CCS(=O)(=O)N1Cc1ccc(-c2ccc(Cl)c(Cl)c2)cc1 (stereo not given),10%
CC1=C(C(=O)N(C(C)C)C(C)C)CC(CC(=O)NCCN2CCOCC2)C(=O)N1Cc1ccccc1 (stereo not given),16%
CC1C(=O)N(Cc2cn(CCC3OCCCO3)nn2)CCS(=O)(=O)N1Cc1ccc(-c2ccccc2)cc1 (stereo not given),7%
COC(=O)C[C@H]1C[C@H]2c3cc(NC(=O)C4CCOCC4)ccc3O[C@H]2[C@H](CO)O1,12%
C[C@H]1CN([C@@H](C)CO)S(=O)(=O)c2ccc(/C=C/c3ccccc3)cc2O[C@H]1CN(C)C(=O)NC1CCCCC1,-17%
Cc1ccccc1C(=O)NC1CC2CCCC(C1)N2CC(C)C (stereo not given),21%
CCN(CC)C(=O)C1=C(C)N(Cc2ccc(C(C)(C)C)cc2)C(=O)C(CC(=O)NCc2cccc3ccccc23)C1 (stereo not given),16%
Cc1ccc(CNC(=O)CSc2nc(=O)n3ccc(C)cc3n2)cc1,-4%
C[C@H]1CN([C@@H](C)CO)C(=O)c2cc(Br)cnc2O[C@H]1CN(C)C(=O)c1cccnc1,18%
CC1NC(=O)c2cc3ccccc3cc2-n2c1nc1cc(F)ccc1c2=O (stereo not given),7%
Cn1nc(NC(=O)C(F)(F)F)c2nccnc21,-11%
CNS(=O)(=O)c1ccc(CNC[C@H]2O[C@@H](n3cc(C)c(=O)[nH]c3=O)C[C@@H]2O)cc1,14%
CCN(CC)S(=O)(=O)c1ccc(N2CCCCC2)c(NC(=O)C2CSC3(C)CCC(=O)N23)c1 (stereo not given),21%
Cc1ccc2c(c1)CO[C@@]21O[C@H](CCO)C[C@H](O)[C@H]1O,2%
O=C(O)C1C(c2ccccc2)=C1c1ccc(Br)cc1 (stereo not given),5%
N#Cc1ncn(C2OC(CO)C(O)C2O)c1N (stereo not given),5%
CCN(CC)C(=O)C1=C(C)N(CCCN2CCCC2=O)C(=O)C(CC(=O)NCCN2CCOCC2)C1 (stereo not given),15%
Cc1ccc([C@@H]2C[C@H]3[C@@H](CN2S(=O)(=O)c2ccc(C)cc2)C(=O)C[C@@H](c2ccc(C)cc2)N3S(=O)(=O)c2ccc(Cl)cc2)cc1,12%
COc1ccccc1NC(=O)N(C)C[C@H]1Oc2cc(Br)ccc2S(=O)(=O)N([C@H](C)CO)C[C@H]1C,11%
O=C1CC2CCCC(C1)S2=O (stereo not given),7%
CCCN(CC(=O)Nc1ccccc1OC)C(=O)CN1C(=O)NC(C)(C)C1=O,6%
O=C(c1ccc(N2C(=O)CCC2=O)cc1)N1CCCSC1=Nc1ccccc1,11%
COc1cccc(S(=O)(=O)Nc2ccc3c(c2)[C@@H]2C[C@H](CC(=O)NCCc4ccccc4)O[C@H](CO)[C@@H]2O3)c1,11%
Cc1ccc(S(=O)(=O)N(C)C)cc1NC(=O)CN1C(=O)NC2(CCc3ccccc32)C1=O (stereo not given),5%
O=c1oc(-c2ccc(Cl)cc2[N+](=O)[O-])nc2ccccc12,8%
O=C(CC1CC2CCC1C2)N1CCN(S(=O)(=O)c2ccc(F)cc2)CC1 (stereo not given),7%
C[C@H](CO)N1C[C@H](C)[C@@H](CN(C)S(=O)(=O)c2ccccc2C#N)OCc2cnnn2CCCC1=O,11%
CCOc1ccccc1NCN1C(=O)c2ccccc2C1=O,1%
O=S(=O)(Nc1ccccc1Br)c1cccc2cccnc12,11%
C[C@H]1CN(c2ccc(Br)cc2)C(=O)[C@@H]1CC(=O)Nc1ccccc1,16%
COc1ccc(NC(=O)COC(=O)c2c(NC(C)=O)sc(C)c2C)cc1,3%
C[C@H](CO)N1C[C@H](C)[C@@H](CN(C)S(=O)(=O)c2cccc(F)c2)Oc2ncc(Br)cc2C1=O,9%
C[C@H](CO)N1C[C@H](C)[C@@H](CN(C)C(=O)c2ccccn2)Oc2cc(Br)ccc2S1(=O)=O,11%
CCOC(=O)C(=NO)C1=CSC2=NNC(C)(C)N12,7%
COc1ccc(C(=O)C(C)OC(=O)C2CC3CCCC(C2)C3=O)cc1 (stereo not given),10%
CC(=O)n1cc(C2CC(=O)OC3=C2CC(=O)C(C)(C)C3)c2ccccc21 (stereo not given),4%
CCN(CC)S(=O)(=O)c1ccc(OC)c(NC(=O)c2cc([N+](=O)[O-])ccc2N2CCOCC2)c1,20%
COc1ccc(N2CCN(C(=O)c3ccc4c(c3)NC(=O)C(CSCc3ccccc3F)N4)CC2)cc1 (stereo not given),15%
Cc1nc2cc3c(=O)n(C)cnc3cc2n1Cc1ccccc1,-7%
CCN(CC)C(=O)C1=C(C)N(Cc2ccc(C(C)(C)C)cc2)C(=O)C(CC(=O)NCc2cccs2)C1 (stereo not given),8%
CCN1C(=O)[C@H]2[C@@H](c3ccc(OC)cc3)N[C@]3(CCCN(Cc4cccn4C)C3=O)[C@H]2C1=O,15%
Cc1ccc(S(=O)(=O)N2Cc3ccccc3CC2C(N)=O)cc1 (stereo not given),19%
CCCCN(C(=O)CC1CCCCC1)c1c(N)n(CCCC)c(=O)[nH]c1=O,-2%
Cc1cn([C@H]2C[C@H](O)[C@@H](CNCC3=Cc4cc(O)ccc4OC3)O2)c(=O)[nH]c1=O,96µM*
O=C1NN=C2CCCCCC12 (stereo not given),7%
COc1ccc(C(=O)Nc2ccccc2C(=O)Nc2ccccc2)cc1,9%
CCCCN1C(=O)C(CC(=O)NCCN2CCOCC2)CC(C(=O)N(C)C)=C1C (stereo not given),4%
COc1ccccc1S(=O)(=O)N(C)C[C@@H]1OCc2cn(nn2)CCCC(=O)N([C@@H](C)CO)C[C@H]1C,12%

# Copied from the list.
# For Rac1 GTP hydrolysis, `Cn1nc(NC(=O)C(F)(F)F)c2nccnc21` reads -11%
# For Rac1 GTP hydrolysis, `CC(C)CC1C(=O)N(Cc2cn(CCC3OCCO3)nn2)CCS(=O)(=O)N1Cc1ccc(-c2ccc(Cl)c(Cl)c2)cc1` (stereo not given) reads 10%
# For Rac1 GTP hydrolysis, `COc1ccc(NC(=O)N(C)C[C@@H]2OCc3cnnn3CCCC(=O)N([C@H](C)CO)C[C@@H]2C)c(OC)c1` reads 10%
# For Rac1 GTP hydrolysis, `CCN(CC)C(=O)C1=C(C)N(CCCN2CCCC2=O)C(=O)C(CC(=O)NCCN2CCOCC2)C1` (stereo not given) reads 15%
# For Rac1 GTP hydrolysis, `Cc1cn([C@H]2C[C@H](O)[C@@H](CNCC3=Cc4cc(O)ccc4OC3)O2)c(=O)[nH]c1=O` reads 96µM*

# The listing picks up, repeating the 5 entries before the break.
SMILES,Rac1 GTP hydrolysis
Cc1cn([C@H]2C[C@H](O)[C@@H](CNCC3=Cc4cc(O)ccc4OC3)O2)c(=O)[nH]c1=O,96µM*
O=C1NN=C2CCCCCC12 (stereo not given),7%
COc1ccc(C(=O)Nc2ccccc2C(=O)Nc2ccccc2)cc1,9%
CCCCN1C(=O)C(CC(=O)NCCN2CCOCC2)CC(C(=O)N(C)C)=C1C (stereo not given),4%
COc1ccccc1S(=O)(=O)N(C)C[C@@H]1OCc2cn(nn2)CCCC(=O)N([C@@H](C)CO)C[C@H]1C,12%
COc1ccccc1CNC(=O)C(=O)NCC1CCCN1S(=O)(=O)c1cc(C)ccc1C (stereo not given),14%
CCN(C(=O)c1ccc(NC(=O)C2CCCCC2C(=O)O)cc1)c1ccccc1 (stereo not given),7%
COc1ncnc2c1ncn2CCCNCCN1CCOCC1,11%
CCN(CC)C(=O)C1=C(C)N(Cc2ccccc2)C(=O)C(CC(=O)NCCN2CCOCC2)C1 (stereo not given),3%
COc1cc(/C=C/C(=O)OCC(=O)N2CCc3ccccc32)cc(OC)c1OC,-3%
C[C@@H]1CCCCO[C@@H](CN(C)C(=O)Cc2ccccc2)[C@@H](C)CN([C@H](C)CO)C(=O)c2cc(NC(=O)C3CCCCC3)ccc2O1,16%
Cc1ccc(NC(=O)CSc2nnc3ccccn23)c(Cl)c1,6%
C[C@H]1CN([C@@H](C)CO)C(=O)CCCn2nncc2CO[C@H]1CN(C)C(=O)c1ccc(N2CCN(C)CC2)cc1,9%
O=C1CCN(CCCN2CCC(=O)NC2=S)C(=S)N1,8%
COc1ccc(-n2c(-c3ccc(C(C)(C)C)cc3)n[nH]c2=S)c(OC)c1,-3%

# A portion of the results above, as a working copy:
SMILES,Rac1 GTP hydrolysis
COc1ccccc1CNC(=O)C(=O)NCC1CCCN1S(=O)(=O)c1cc(C)ccc1C (stereo not given),14%
CCN(C(=O)c1ccc(NC(=O)C2CCCCC2C(=O)O)cc1)c1ccccc1 (stereo not given),7%

# (more compounds)
SMILES,Rac1 GTP hydrolysis
O=Cc1c[nH]c2ccc(S(=O)(=O)N3CCCCC3)cc12,-1%
O=C(O)c1ccc(CNC(=O)C2CCN(S(=O)(=O)c3ccc4c(c3)OCCO4)CC2)cc1,0%
CCCCN1C(=O)C(CC(=O)NCCN2CCOCC2)CC(C(=O)N2CCOCC2)=C1C (stereo not given),7%
O=C(O)C1(C(=O)O)CCC2(CCCCC2)CC1,6%
COc1ccc([C@H]2N[C@]3(CCCN(Cc4ccc(F)cc4)C3=O)[C@H]3C(=O)N(Cc4ccccc4)C(=O)[C@@H]23)cc1,11%
COc1ccc(C#Cc2cnc3c(c2)C(=O)N([C@H](C)CO)C[C@H](C)[C@@H](CN(C)C(=O)Nc2cccc(OC)c2)O3)cc1,14%
COC(=O)[C@H]1C[C@@]2(O)CN(S(=O)(=O)c3ccc(C)cc3)C[C@@]2(OC(=O)NC2CCCC2)C[C@H]1C(=O)OC,10%
C[C@@H]1CN([C@@H](C)CO)C(=O)CCCn2cc(nn2)CO[C@H]1CN(C)S(=O)(=O)c1ccc(-c2ccccc2)cc1,14%
C[C@@H]1CCCCO[C@@H](CN(C)CC2CC2)[C@@H](C)CN([C@H](C)CO)C(=O)c2cc(N(C)C)ccc2O1,21%
C[C@@H]1CN([C@@H](C)CO)C(=O)CCCn2nncc2CO[C@H]1CN(C)C(=O)Nc1ccccc1C(F)(F)F,4%
CC(C)(C)OC(=O)N1CCN(C(=O)c2[nH]cnc2C(=O)Nc2ccccc2F)CC1,16%
Cc1ccc([C@H]2C[C@@H](O)[C@H](n3cc(C4CC4)nn3)CN2CC2CCCCC2)cc1,14%
C[C@H](CO)N1C[C@H](C)[C@@H](CN(C)C(=O)Nc2ccccc2)Oc2ncc(C#CC3CCCCC3)cc2C1=O,2%
O=[N+]([O-])c1ccc(NCCCc2ccccc2)cc1,10%
Cc1ccc(S(=O)(=O)N(C)C[C@H]2OCCCC[C@@H](C)Oc3ccc(N(C)C)cc3C(=O)N([C@H](C)CO)C[C@@H]2C)cc1,16%
Cc1ccc(CN2CCC[C@]3(N[C@H](c4ccc(C(F)(F)F)cc4)[C@@H]4C(=O)N(C)C(=O)[C@@H]43)C2=O)cc1,11%
O=C(CCNC(=O)N1CC(=O)Nc2ccccc21)NCCc1ccc(Cl)cc1,5%
CSc1ncnc2c1ncn2CCCN1CCN(Cc2c(C)cc(C)cc2C)CC1,11%
COc1ccc(-c2ccc(SCC(=O)NC3CCCC3)nn2)cc1,10%
CCOC(=O)CCCCCC(=O)Nc1ccc2c(c1)C(=O)N([C@@H](C)CO)C[C@H](C)[C@H](CN(C)C(=O)NC(C)C)OCCCC[C@H](C)O2,20%
C[C@@H]1CCCCO[C@H](CN(C)S(=O)(=O)c2cn(C)cn2)[C@@H](C)CN([C@H](C)CO)C(=O)c2cc(NC(=O)c3ccncc3)ccc2O1,11%
C[C@H]1CN([C@@H](C)CO)C(=O)CCCn2cc(nn2)CO[C@@H]1CN(C)S(=O)(=O)c1cccc(F)c1,9%
COCC(C)NC(=O)C1CC(=O)N(CCc2ccc(F)cc2)C1 (stereo not given),-25%
COc1ccccc1N(C)S(=O)(=O)c1ccc(C(=O)N(C)Cc2cccc(F)c2)cc1,3%
COc1cc(C(=O)Nc2ccc(C(=O)c3ccncc3)cc2)cc(OC)c1OC,5%
Cc1cc(C)cc(NC(=O)C2CCCCN2S(=O)(=O)c2ccccc2)c1 (stereo not given),14%
O=C(CSc1ccc(F)cc1)NC(=O)c1ccccc1,11%
Cc1ccc(C=O)c([B-](F)(F)F)c1,6%
O=C(CC1SC(N2CCCC2)=NC1=O)Nc1ccc(C(=O)NCc2ccccc2F)cc1 (stereo not given),12%
C[C@@H]1CN([C@@H](C)CO)C(=O)c2cc(Br)cnc2O[C@@H]1CN(C)C(=O)CN(C)C,17%
O=C(COC(=O)c1cccc(S(=O)(=O)N2CCCC2)c1)Nc1cccc(Br)c1,3%
Cc1ccc(S(=O)(=O)N2C[C@H]3C(=O)C[C@@H](c4cccc(Cl)c4)N(S(=O)(=O)c4ccc(C)cc4)[C@H]3C[C@H]2c2cccc(Cl)c2)cc1,11%
O=C(CC1CCCC1)NNC(=O)c1ccccc1O,4%
Cc1cn([C@H]2C[C@H](O)[C@@H](CNCc3cnc(N4CCOCC4)nc3)O2)c(=O)[nH]c1=O,1%

# Some of the compounds tested; count on the stated rates, not on these rows.
